Bioassay records (PubChem BioAssay)
PI5P4Ka inh: PI5P4K alpha (human) kinase inhibition; P48426; PI5P4Kalpha enzyme, ADP-Glo luminescence, 60 min; hits give low values; max response, %; 330,000 tested, 1.2% active; AID 652105; active = max response of -50% or lower; inconclusive = between -30% and -50%; inactive = -30% or higher; note: value at the top dose of about 77 µM; % is set by controls: 0 for no effect and ±100 for the full control effect
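Controls without substrate or without enzyme flank wells where PI5P4Kalpha converts substrate using 5 microM ATP (final). Incubation lasts 60 minutes at room temperature; ADP formed is read by ADP-Glo luminescence.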
EPAC2 antagonist: EPAC2 (human) antagonism; Q8WZA2; EPAC2 GEF exchange of Rap1B-BODIPY-GDP, fluorescence; Potency, µM (doses to about 114 µM), without a hit: at the top dose activity, negative = inhibition, most hits filed as inhibitors; 360,000 tested, 0.18% active; note: potency is the fitted concentration of half-maximal effect; % is set by controls: 0 for no effect and ±100 for the full control effect; nearly all actives have a fitted effect of over 45% in size; many of its hits are not listed in these tables
Target sequence (Q8WZA2 whole entry, looked up): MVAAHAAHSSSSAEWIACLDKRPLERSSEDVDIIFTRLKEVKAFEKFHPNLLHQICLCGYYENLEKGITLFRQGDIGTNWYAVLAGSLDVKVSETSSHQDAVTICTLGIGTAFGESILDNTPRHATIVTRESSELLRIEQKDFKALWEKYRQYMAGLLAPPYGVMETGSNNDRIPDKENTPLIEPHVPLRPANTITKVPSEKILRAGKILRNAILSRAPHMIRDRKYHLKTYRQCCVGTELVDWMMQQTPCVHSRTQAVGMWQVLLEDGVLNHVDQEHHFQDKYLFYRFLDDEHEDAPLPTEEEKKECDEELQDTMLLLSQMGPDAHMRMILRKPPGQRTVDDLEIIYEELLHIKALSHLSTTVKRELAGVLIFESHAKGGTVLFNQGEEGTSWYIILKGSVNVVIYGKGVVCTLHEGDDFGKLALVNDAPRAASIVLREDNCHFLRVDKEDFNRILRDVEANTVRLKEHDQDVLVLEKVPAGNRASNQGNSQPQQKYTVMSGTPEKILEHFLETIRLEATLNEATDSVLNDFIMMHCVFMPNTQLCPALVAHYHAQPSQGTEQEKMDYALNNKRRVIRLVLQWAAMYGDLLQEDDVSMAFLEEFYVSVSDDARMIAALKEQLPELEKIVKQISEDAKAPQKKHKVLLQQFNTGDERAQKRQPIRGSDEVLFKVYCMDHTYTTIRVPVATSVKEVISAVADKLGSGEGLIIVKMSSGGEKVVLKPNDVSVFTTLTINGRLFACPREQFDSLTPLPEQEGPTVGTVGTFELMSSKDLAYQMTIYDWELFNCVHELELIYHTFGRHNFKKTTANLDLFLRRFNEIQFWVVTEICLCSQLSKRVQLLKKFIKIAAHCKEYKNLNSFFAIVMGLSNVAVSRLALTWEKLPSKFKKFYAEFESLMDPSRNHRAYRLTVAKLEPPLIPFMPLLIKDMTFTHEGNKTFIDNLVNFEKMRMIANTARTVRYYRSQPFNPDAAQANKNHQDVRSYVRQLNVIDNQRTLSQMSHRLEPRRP
EPAC1 antagonist: EPAC1 (human) antagonism; O95398; EPAC1 GEF assay, Rap1b-BODIPY-GDP exchange fluorescence; Potency, µM (doses to about 115 µM), for the others: at the highest dose activity change, negative = inhibition, most hits filed as inhibitors; 360,000 tested, 0.14% active;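 note: potency is the fitted concentration of half-maximal effect; plate controls were vehicle for no effect and positive control for full effect; nearly all actives have a fitted effect of over 50% in size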
WRN helicase inh: inhibitors of human WRN helicase. Q14191. WRN helicase unwinding, fluorescent forked duplex, kinetic. Potency, µM (highest dose often 114 µM), inactives show at the highest dose activity change, negative = inhibition, most hits filed as inhibitors. 360,000 tested, 0.46% active; note: potency is the fitted concentration of half-maximal effect; % is set by controls: 0 for no effect and ±100 for the full control effect; nearly all actives have a fitted effect of over 55% in size
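WRN at 20 nM final preincubated with compound 15 min at room temperature; reaction started with 100 nM fluorophore/quencher forked duplex oligonucleotide and 2 mM ATP final. Unwinding followed kinetically by red fluorescence (ex 525, em 598 nm).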
Mm-Cpn inhibitor: inhibitors of Methanococcus maripaludis chaperonin (MmCpn) | purified Mm-Cpn ATPase, ADP Transcreener TR-FRET | Potency, µM (highest dose often 76.9 µM), for inactives: top-dose activity, negative = inhibition, hits mostly inhibitors | 330,000 tested, 0.031% active; note: potency is the fitted concentration of half-maximal effect; % is set by controls: 0 for no effect and ±100 for the full control effect; nearly all actives have a fitted effect of over 80% in size
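Eu-cryptate anti-ADP/ADP-d2 competition gives a ratio inversely related to ADP. Enzyme at 25 nM was pre-exposed to compound for 10 min, then given 10 uM ATP for 30 min, 37°C throughout.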
EPAC1 ag: agonists of human EPAC1; O95398; EPAC1 agonist qHTS, biochemical assay; response scale: 100% = response to 6.5 mM cAMP; Potency, µM (series often up to 154 µM), inactives show at the top dose activation, most hits filed as activators; 360,000 tested, 0.073% active; note: potency is the fitted concentration of half-maximal effect; nearly all actives have a fitted effect of over 60% in size
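EPAC1 100 nM, Rap1B–BODIPY-GDP 250 nM, unlabeled GDP 50 uM; compound titration; 5 min RT; kinetic read ex480/em540 at 5-min intervals ×30 min; data normalized to 6.5 mM cAMP agonist control.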
CCT modulator: modulators of cytosolic chaperonin (CCT/TRiC) activity | purified chaperonin ATPase assay, HTRF ADP detection, 30 min | activity change, % (concentration not given with the values), hits read low | 360,000 tested, 0.3% active; in the data active = activity change below about -30%; note: % is set by controls: 0 for no effect and ±100 for the full control effect
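TRiC (40 or 20 nM final, by batch activity) in 30 mM Tris pH 7.4, 100 mM KCl, 5 mM MgCl2, 1 mM DTT was treated with compound at 76 uM single dose, then 10 uM ATP, 30 min at 37 °C. ADP was read by HTRF Transcreener.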
PLK1 PBD inh: PLK1 (human) polo-box domain binding inhibition | P53350 | Plk1 PBD binding of FITC phosphopeptide, fluorescence polarization | Potency, µM, for the others: max response, negative = inhibition, hits mostly inhibitors | 360,000 tested, 2.8% active | AID 720504; note: potency is the fitted concentration of half-maximal effect; series mostly up to about 57 µM; % is set by controls: 0 for no effect and ±100 for the full control effect; nearly all actives have a fitted effect of over 65% in size
The depositor's hits bear a star; ? = inconclusive; . = no result given; [ ] = another dose, or the depositor's remark. Unless noted, calls come from the whole dose curve; as a rule, active = well fitted curve in the direction sought with a large enough effect; inconclusive = small, poorly fitted or top-dose-only effect, or another doubt; inactive = no such curve, though single readings can be large; an effect the other way counts as inactive or inconclusive. These rows are one share of the data; count on the stated rates, not on these rows.

Every second line gives: PI5P4Ka inh, EPAC2 antagonist, EPAC1 antagonist, WRN helicase inh, Mm-Cpn inhibitor, EPAC1 ag, CCT modulator, PLK1 PBD inh
> O=C(Cn1nc(-c2ccco2)ccc1=O)Nc1cc(C(F)(F)F)ccc1Cl
→ -8, 1%, -11%, 0%, -11%, -19%, -2.4, -12%
> CCOc1cc(C(=S)N2CCN(C)CC2)ccc1OCC(=O)N1CCCC1
→ -1, 0%, -20%, -21%, ., 8%, -4.0, -7%
> O=C(NNC(=O)c1csc(-c2cccs2)n1)c1ccc(Cl)cc1
→ -7, -3%, -4%, 2%, ., -5%, -2.0, 0%
> CCCCNC(=O)C(NC(=O)c1ccc2c(c1)OCO2)C(=O)c1ccccc1 (centres undefined)
→ 5, 23%, -1%, 11%, ., -14%, ., -2%
> FC(F)(F)c1ccccc1N/N=C/c1cccnc1
→ -7, -7%, 15%, -3%, 2%, 6%, 1.5, -4%
> CCCn1c(C2CCCN2c2nc(-c3ccc(C)cc3)cs2)nc2ccccc21 (centres undefined)
→ -1, -7%, -15%, -10%, -2%, 4%, 0.0, ?
> COC(=O)C1=C(C)Nc2ncnn2C1c1ccc(OCc2ccccc2)cc1 (centres undefined)
→ 8, 15%, 14%, -2%, 0%, -6%, 1.9, -1%
> Cc1ccc(C(=O)OCC(=O)NCc2ccc(Cl)cc2)s1
→ 4, 14%, -3%, 5%, ., 10%, -2.1, -14%
> O=C(CSc1nnc(COc2cccc3cccnc23)o1)N1CCN(C(=O)c2ccco2)CC1
→ -7, -2%, 3%, 0%, 0%, -1%, -3.5, -11%
> O=C(COC(=O)c1ccc2c(c1)OCO2)NC1CCCCC1
→ -1, 4%, 9%, -10%, 2%, 4%, -5.6, 0%
> CN1CCc2c(sc3c2C(=O)NC(c2ccco2)N3)C1 (centres undefined)
→ ., 4%, 3%, -14%, -2%, 7%, -1.1, -10%
> CC1CC(=O)N(c2ccc(C(C)C)cc2)C(=O)C1
→ 0, -8%, ?, -1%, 0%, 2%, 0.5, -13%
> COc1cc(Cl)ccc1NC(=O)COc1ccccc1C(=O)N1CCN(c2ccc(O)cc2)CC1
→ -11, -2%, 3%, -32%[57.1 µM], 0%, 9%, -2.7, -9%
> N/C(=N\OC(=O)c1ccc2c(c1)OCO2)c1ccc([N+](=O)[O-])cc1
→ 0, -5%, 3%, 4%, 0%, 18%, -4.4, ?
> COc1ccc(NC(=O)CCc2nnc3ccc(N4CCC5(CC4)OCCO5)nn23)cc1
→ -1, 7%, 6%, -2%, -1%, 1%, -0.9, -18%
> Cc1cc(=O)oc(C)c1C(=O)Nc1ccc(N(C)C)cc1
→ 0, 4%, -3%, -7%, 1%, 4%, 1.0, 3%
> Cc1sc2nc(SCCN(C)C)n(-c3ccccc3)c(=O)c2c1-c1ccc(F)cc1
→ 3, -13%, -17%, -7%[57.1 µM], -7%, 7%, -2.8, -22%
> CCCN(CC(=O)Nc1ccccc1C)C(=O)c1cccc(S(=O)(=O)N2CCc3ccccc3C2)c1
→ -6, -13%, -28%, 2%, -3%, -6%, -0.6, 1%
> Cc1cc(NC(=O)COc2ccccc2C)ccc1NC(=O)c1cccs1
→ 5, -9%, -7%, -8%, 1%, 4%, -12, -3%
> CC(C)(C)OC(=O)N1CCN(C(=O)c2[nH]cnc2C(=O)N[C@@H](Cc2ccccc2)C(=O)OCc2ccccc2)CC1
→ 0, -7%, -15%, 0%, 1%, -7%, 1.1, -9%
> Cc1ccc(C(=O)NNC(=O)c2ccc(S(=O)(=O)N(C)c3ccccc3)cc2)cc1
→ 3, 14%, 4%, -4%, 1%, 4%, -0.3, -4%
> Cc1cc(Nc2ccccc2N2CCOCC2)n2ncnc2n1
→ ., -3%, 0%, 4%, -5%, 13%, -3.2, -6%
> CN(C)C(=O)c1cc([N+](=O)[O-])cc([N+](=O)[O-])c1N(C)C
→ ., -2%, -10%, 2%, -2%, 4%, -1.4, -7%
> Cc1cc(Cl)nc2c(C(C)C)cccc12
→ -12, -5%, 12%, 10%, 2%, 3%, 0.8, 17µM*
> O=C1NC[C@H](CCCCN2C[C@H](Cc3ccc(O)cc3)N(CC3CCCCC3)C(=O)C2=O)N(CC2CCCCC2)C1=O
→ -5, -4%, 3%, 5%, ., -21%, 0.1, 0%
> COc1ccc(C(=O)CCN2CCN(c3ccccc3OC)CC2)cc1
→ -3, -1%, -7%, -22%, -5%, 1%, 2.4, -23%
> COc1ccccc1NC(=O)COC(=O)Cc1cccs1
→ -3, -8%, -17%, -6%, -1%, -2%, -1.4, -11%
> Cc1cc(NC(=O)C23CCC(C)(C(=O)O2)C3(C)C)no1 (centres undefined)
→ ., 0%, 8%, -4%, 1%, 5%, 0.7, -8%
> CC(OC(=O)c1ccc2ncsc2c1)C(=O)Nc1cccc(Cl)c1 (centres undefined)
→ 3, -5%, -29%, 10%, -4%, -4%, 0.5, -16%
> CCOc1ccc(OCCSc2nc3ccccc3o2)cc1
→ 9, -2%, -3%, -4%, 3%, 8%, -4.3, -6%
> CN(C)N1C(=O)c2c(Cl)c(Cl)c(Cl)c(Cl)c2C1=O
→ -1, -9%, -6%, -4%, ., 4%, -2.0, -11%
> CCC(Sc1nc2n[nH]c(C)c2c(=N)n1-c1ccc(C)c(Cl)c1)C(=O)N1CCOCC1 (centres undefined)
→ 7, 14%, 6%, -13%, -1%, -11%, -0.6, 2%
> O=C(CSc1oc(-c2ccc(F)cc2)nc1S(=O)(=O)c1ccc(F)cc1)NCC1CCCO1 (centres undefined)
→ 2, -10%, -11%, -3%, 1%, 7%, 1.8, 4%
> Cc1cc(C(=O)CSc2nnc(C3COc4ccccc4O3)n2C)c(C)n1-c1ccc(F)cc1 (centres undefined)
→ 8, -1%, -10%, -12%, -2%, 0%, -1.4, -17%
> Cc1ccccc1Nc1ncnc2c1cnn2-c1ccccc1
→ ., -13%, -23%, -9%, 0%, 0%, -1.5, -6%
> CCn1c(C)c(C)c2cc(C(=O)N3CCCC3)ccc21
→ 5, -1%, -5%, 7%, 1%, -4%, -0.4, -15%
> Cc1cc(-c2ccccc2)nc2cc(C(=O)N(Cc3ccccc3)Cc3ccccc3)nn12
→ -7, -14%, -12%, -14%, -3%, -16%, -0.4, 5%
> Cn1c(CN2CCCCC2)nc2cc(NS(=O)(=O)c3ccc(F)cc3)ccc21
→ 0, -4%, -19%, 6%, 0%, -3%, -0.9, -11%
> COc1ccc(S(=O)(=O)N(C)C[C@H]2OCc3cn(nn3)CCCC(=O)N([C@H](C)CO)C[C@@H]2C)cc1
→ -3, -14%, -16%, -18%, ., 15%, 1.1, -29%
> CCN(CC)c1ccc(/C=N/NC(=O)c2cnccn2)cc1
→ 2, -18%, ?, -30%, -15%, 1%, 0.0, -7%

A different layout for some results above.
Compound	PI5P4Ka inh	EPAC2 antagonist	EPAC1 antagonist	WRN helicase inh	Mm-Cpn inhibitor	EPAC1 ag	CCT modulator	PLK1 PBD inh
O=C(COC(=O)c1ccc2c(c1)OCO2)NC1CCCCC1	-1	4%	9%	-10%	2%	4%	-5.6	0%
Cc1cc(-c2ccccc2)nc2cc(C(=O)N(Cc3ccccc3)Cc3ccccc3)nn12	-7	-14%	-12%	-14%	-3%	-16%	-0.4	5%

3 records picked at random from those above, as already listed:
Every second line gives: PI5P4Ka inh, EPAC2 antagonist, EPAC1 antagonist, WRN helicase inh, Mm-Cpn inhibitor, EPAC1 ag, CCT modulator, PLK1 PBD inh
> Cc1cc(C(=O)CSc2nnc(C3COc4ccccc4O3)n2C)c(C)n1-c1ccc(F)cc1 (centres undefined)
→ 8, -1%, -10%, -12%, -2%, 0%, -1.4, -17%
> CC(OC(=O)c1ccc2ncsc2c1)C(=O)Nc1cccc(Cl)c1 (centres undefined)
→ 3, -5%, -29%, 10%, -4%, -4%, 0.5, -16%
> COc1ccc(C(=O)CCN2CCN(c3ccccc3OC)CC2)cc1
→ -3, -1%, -7%, -22%, -5%, 1%, 2.4, -23%

Continuation.
Every second line gives: PI5P4Ka inh, EPAC2 antagonist, EPAC1 antagonist, WRN helicase inh, Mm-Cpn inhibitor, EPAC1 ag, CCT modulator, PLK1 PBD inh
> CCCNC(=O)C1(C)CCN1C(=O)C1(c2ccccc2)CC1 (centres undefined)
→ 2, -9%, 9%, 0%, ., -1%, 0.7, -4%
> O=C(NC(=S)Nc1ccccc1N1CCOCC1)c1ccc(-c2cc(Cl)ccc2Cl)o1
→ 14, 23%, 15%, 10%, -4%, -1%, 1.8, -4%
> O=C(NCC1CCCO1)c1cccc(NS(=O)(=O)c2ccccc2)c1 (centres undefined)
→ -7, 4%, 4%, 1%, 0%, -7%, -0.8, 1%
> CCc1noc(C)c1C(=O)N1CCN(S(=O)(=O)c2ccc(Cl)s2)CC1
→ 4, 17%, -13%, 2%, 0%, 4%, 1.5, -2%
> Cc1ccc(CN2CCC(N3CCC(C(=O)NCC4CCCO4)CC3)CC2)o1 (centres undefined)
→ 0, -5%, -29%, 2%, -2%, 0%, -2.4, -19%
> CCOC(=O)c1nc(S(C)(=O)=O)ncc1N1CCOCC1
→ ., 2%, 10%, -6%, 0%, 4%, -1.1, -2%
> COc1ccccc1CNC(=O)C1CCC(CNc2c(N3CCC(C)CC3)c(=O)c2=O)CC1 (centres undefined)
→ 0, -2%, 2%, 9%, 1%, -1%, -7.0, 1%
> CCCCCCCCNC(=O)C(CCC(=O)OCc1ccccc1)NC(C)=O (centres undefined)
→ ., -10%, 11%, 2%, -1%, 0%, -1.6, -7%

Three entries from above, sorted by SMILES length, high to low.
Every second line gives: PI5P4Ka inh, EPAC2 antagonist, EPAC1 antagonist, WRN helicase inh, Mm-Cpn inhibitor, EPAC1 ag, CCT modulator, PLK1 PBD inh
> COc1ccccc1CNC(=O)C1CCC(CNc2c(N3CCC(C)CC3)c(=O)c2=O)CC1 (centres undefined)
→ 0, -2%, 2%, 9%, 1%, -1%, -7.0, 1%
> O=C(NCC1CCCO1)c1cccc(NS(=O)(=O)c2ccccc2)c1 (centres undefined)
→ -7, 4%, 4%, 1%, 0%, -7%, -0.8, 1%
> CCCCCCCCNC(=O)C(CCC(=O)OCc1ccccc1)NC(C)=O (centres undefined)
→ ., -10%, 11%, 2%, -1%, 0%, -1.6, -7%
